HePTP inh – inhibitors of human HePTP phosphatase; recombinant HePTP phosphatase activity, OD absorbance; 110,000 compounds, 0.64% hits; P35236; AID 521; inhibition, % at 20 µM; in the data active means inhibition above about 50%;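 further: plate controls were vehicle for no effect and reference inhibitor for full effect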
Target sequence (P35236 whole entry, looked up): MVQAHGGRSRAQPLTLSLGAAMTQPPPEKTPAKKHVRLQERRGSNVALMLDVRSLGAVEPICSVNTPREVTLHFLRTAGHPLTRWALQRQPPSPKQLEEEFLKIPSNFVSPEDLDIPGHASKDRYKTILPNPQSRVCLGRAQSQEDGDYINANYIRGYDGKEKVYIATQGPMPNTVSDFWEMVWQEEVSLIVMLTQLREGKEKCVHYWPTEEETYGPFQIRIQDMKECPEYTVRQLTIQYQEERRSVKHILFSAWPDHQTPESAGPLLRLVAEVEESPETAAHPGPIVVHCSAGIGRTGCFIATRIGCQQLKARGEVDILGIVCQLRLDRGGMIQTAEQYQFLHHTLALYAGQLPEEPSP
BAP1 block – blocks human BAP1 ubiquitin-AMC hydrolysis | Q92560 | recombinant BAP1, Ub-AMC hydrolysis fluorescence kinetic; hits give low values | activity remaining (% of control), % at 20 µM | 72,000 compounds, 0.48% hits | AID 436;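 active means activity remaining at or below 50% of control, provided the compound also passes the data quality filters; inactive means the rest, including low values that fail the filters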;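 further: 100% = DMSO wells rate and 0% = substrate alone blank rate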
Active calls of the source: *; . = no result given; & = joins results of further samples. An excerpt; the hit share may differ from the screen's.

| molecule | HePTP inh | BAP1 block |
| --- | --- | --- |
| O=S(=O)(c1cccc2cnccc12)N1CCCNCC1 | 4.1 | 132.8 |
| C1CCC(C(CC2CCCCN2)C2CCCCC2)CC1 (stereo not given) | 11.6 | 85.5 |
| Cc1nc2ccccn2c(=O)c1CCN1CCC(C(=O)c2ccc(F)cc2)CC1 | 12.1 | 112.3&81.8 |
| O=C(Nc1nc2ccc(Cl)cc2s1)c1ccccc1F | 4.7 | . |
| O=C(NCCc1c[nH]c2ccccc12)c1cccnc1 | 7.5 | 94.7 |
| CCC(C)n1ncn(-c2ccc(N3CCN(c4ccc(OCC5COC(Cn6cncn6)(c6ccc(Cl)cc6Cl)O5)cc4)CC3)cc2)c1=O (stereo not given) | 11.2 | . |
| CCCCCCCCCCCCCCC[C@H](O)[C@H](N)CO | . | 47.1* |
| CCCn1cnc2c1c(=O)n(CCCCC(C)=O)c(=O)n2C | . | 98.4 |
| C[C@]12CCC(=O)C=C1CC[C@@H]1[C@@H]2CC[C@@]2(C)[C@H]1CC[C@]2(O)C(=O)CO | 4.7 | 152.7&98.8 |
| Oc1ccc(/C=C/c2cc(O)cc(O)c2)cc1 | 6.4 | 72.4&90.1 |
| CC[N+](C)(CC)CCOC(=O)C(O)(c1ccccc1)C1CCCCC1 (stereo not given) | 5.8 | 113.7 |
| O=C(c1ccc(F)cc1)C1CCN(CCn2c(=O)[nH]c3ccccc3c2=O)CC1 | 2.5 | 63.2&101.0 |
| NC(N)=NCCC[C@H](N)C(=O)O | . | 96.4 |
| CC(COc1ccccc1)NC(C)C(O)c1ccc(O)cc1 (stereo not given) | -3.1 | 91.1 |
| COc1ccccc1N1CCN(CCCNc2cc(=O)n(C)c(=O)n2C)CC1 | . | 101.7 |
| c1ccc(CN(CC2=NCCN2)c2ccccc2)cc1 | -18.0&-3.4 | 80.4&78.0 |
| CN(C)CCOC(C)(c1ccccc1)c1ccccn1 (stereo not given) | 7.2 | 114.4&93.4 |
| CC1(C)Cc2c(sc(NC(=S)NC(=O)c3ccccc3)c2C(=O)O)CO1 | -9.5 | . |
| CC(=O)NC(Cc1ccccc1)C(=O)O (stereo not given) | -3.2 | 97.7 |
| OCCN1CCN(CCCN2c3ccccc3Sc3ccc(Cl)cc32)CC1 | 7.1 | 158.2&92.4 |

Entries of single compounds as entered above. Order of values: HePTP inh | BAP1 block
Record of `COc1ccccc1N1CCN(CCCNc2cc(=O)n(C)c(=O)n2C)CC1` = . | 101.7
Record of `C1CCC(C(CC2CCCCN2)C2CCCCC2)CC1` (stereo not given) = 11.6 | 85.5
Record of `OCCN1CCN(CCCN2c3ccccc3Sc3ccc(Cl)cc32)CC1` = 7.1 | 158.2&92.4
Record of `C[C@]12CCC(=O)C=C1CC[C@@H]1[C@@H]2CC[C@@]2(C)[C@H]1CC[C@]2(O)C(=O)CO` = 4.7 | 152.7&98.8
Record of `O=C(NCCc1c[nH]c2ccccc12)c1cccnc1` = 7.5 | 94.7

Part of the list above, field by field.
CC[N+](C)(CC)CCOC(=O)C(O)(c1ccccc1)C1CCCCC1 (stereo not given)
  HePTP inh: 5.8
  BAP1 block: 113.7

CCCn1cnc2c1c(=O)n(CCCCC(C)=O)c(=O)n2C
  HePTP inh: .
  BAP1 block: 98.4

c1ccc(CN(CC2=NCCN2)c2ccccc2)cc1
  HePTP inh: -18.0&-3.4
  BAP1 block: 80.4&78.0

C[C@]12CCC(=O)C=C1CC[C@@H]1[C@@H]2CC[C@@]2(C)[C@H]1CC[C@]2(O)C(=O)CO
  HePTP inh: 4.7
  BAP1 block: 152.7&98.8

Following part.
| molecule | HePTP inh | BAP1 block |
| --- | --- | --- |
| O=C(CCNNC(=O)c1ccncc1)NCc1ccccc1 | -11.5 | 66.0&99.1 |
| CCN(CC)CCNC(=O)c1cc(Cl)c(N)cc1OC | -0.1 | 140.5&80.4 |
| CC(N)C1CCC(C(=O)Nc2ccncc2)CC1 (stereo not given) | . | 95.5 |
| O=C(CCN1CCC(c2ccccc2)C1)c1ccc2c(c1)OCCO2 (stereo not given) | 7.6 | . |
| COc1ccc(/C=C/C(=O)Nc2ccccc2C(=O)O)cc1OC | -9.6 | 92.8&85.8 |
| O=C(Nc1cccc(O)c1)c1cccc(NC(=O)c2ccccc2-c2ccccc2C(=O)O)c1 | -6.5 | . |
| Cc1cc(-c2ccccc2)nnc1NCCN1CCOCC1 | 8.6 | 106.4 |
| CC1COc2c(N3CCN(C)CC3)c(F)cc3c(=O)c(C(=O)O)cn1c23 (stereo not given) | . | 51.9 |
| CC(=O)c1ccc(S(=O)(=O)NC(=O)NC2CCCCC2)cc1 | . | 116.7 |
| CN(C(=O)CCCOc1ccc2[nH]c(=O)ccc2c1)C1CCCCC1 | . | 75.2 |

Screens from PubChem.
